Screens (PubChem)
Siah-1 displacement = Siah-1 peptide-binding antagonists, primary screen, biochemical, fluorescence polarization, rhodamine-plectin, uHTS (AID 1817); 290,000 compounds, 0.02% hits; E3 ubiquitin-protein ligase SIAH1 (Homo sapiens); one-dose displacement, % at 20 µM; IC50 in µM for titrated hits; Siah-1 / rhodamine-plectin peptide fluorescence polarization; higher % means a stronger effect;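 active means displacement of at least 50% at 20 µM, with a fluorescence ratio check between 0.3 and a set limit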;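 further: plate controls were Siah plus tracer with DMSO for no effect and tracer alone without Siah for full effect; strong numbers were not always called active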
NTR1 agonist = agonists of NTR1, primary screen, imaging, U2OS cells, beta-arrestin-GFP, high content (AID 493036); 330,000 compounds, 0.17% hits; activation, % at 20 µM; NTR1-U2OS beta-arrestin-GFP spot imaging, agonist mode;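 active means activation at or above 40% of the spot to cytoplasm intensity ratio, with at least 20 cells analyzed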;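 further: 0% = DMSO without peptide and 100% = 100 nM NTR1 peptide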
Target sequence (P30989 whole entry, looked up): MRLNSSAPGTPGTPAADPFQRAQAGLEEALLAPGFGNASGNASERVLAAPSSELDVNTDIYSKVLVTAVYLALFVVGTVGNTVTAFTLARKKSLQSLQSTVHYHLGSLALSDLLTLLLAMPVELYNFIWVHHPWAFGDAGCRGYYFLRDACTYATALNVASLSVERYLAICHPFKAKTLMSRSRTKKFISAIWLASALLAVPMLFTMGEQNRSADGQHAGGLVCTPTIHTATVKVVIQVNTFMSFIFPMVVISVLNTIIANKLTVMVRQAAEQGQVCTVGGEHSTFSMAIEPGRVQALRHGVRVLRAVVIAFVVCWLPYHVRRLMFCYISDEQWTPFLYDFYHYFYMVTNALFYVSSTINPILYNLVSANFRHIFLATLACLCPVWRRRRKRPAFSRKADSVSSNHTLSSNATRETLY
Rac1 GTP hydrolysis = MgcRacGAP GTPase-activating activity inhibitors, confirmation, biochemical, ADP Hunter fluorescence | MgcRacGAP-stimulated Rac1 GTP hydrolysis, ADP Hunter fluorescence; higher % means a stronger effect; GST-tagged Rac1 F28L mutant substrate | inhibition, % at 30 µM; hits with a dose series show IC50 in µM | 340,000 compounds, 0.6% hits;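 active means first-screen hits whose inhibition reached a set limit at any dose in the follow-up dose series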;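 further: fluorescence reports GDP produced by GAP-driven GTP hydrolysis; strong numbers were not always called active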
HIV peptide binding = inhibitors of HIV fusion peptide binding, primary screen, biochemical, uHTS, fluorescence dequenching (AID 1986); 290,000 compounds, 0.3% hits; inhibition, % at 20 µM, or IC50 in µM where a hit was titrated; cell-free peptide binding, fluorescence dequenching, 30 min; higher % means a stronger effect; in the data active means inhibition mostly above about 52%, no sharp cut-off; inactive means mostly below about 76%; further: some results filed as inactive read as strong as hits
GPR55 LPI antagonism = GPR55 antagonists blocking LPI-driven arrestin recruitment, primary screen, imaging, U2OS, beta-arrestin-GFP, LPI agonist (AID 2013); G-protein coupled receptor 55 (Homo sapiens); U2OS GPR55 beta-arrestin-GFP translocation imaging, LPI antagonism; higher % means a stronger effect; 290,000 compounds, 0.13% hits; inhibition, % at 10 µM, or IC50 in µM where a hit was titrated;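 active means spots per cell inhibited over 60%, with over 100 cells counted and total cytoplasm intensity under 500,000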;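 further: U2OS cells stably carrying GPR55 and arrestin-GFP stimulated by 5 µM LPI near EC80; imaged beta-arrestin-GFP aggregate spots per cell after agonist stimulation; plate controls were LPI-stimulated DMSO wells for no effect and DMSO wells without LPI for full effect; some results filed as inactive read as strong as hits; confirmed hits need IC50 under 10 µM and bright autofluorescent wells are also inconclusive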
LYP phosphatase = inhibitors of LYP phosphatase, biochemical, fluorescence intensity, uHTS (AID 1779); 290,000 compounds, 0.054% hits; Tyrosine-protein phosphatase non-receptor type 22 (Homo sapiens); recombinant LYP phosphatase, fluorescence intensity; higher % means a stronger effect; inhibition, % at 11.5 µM, or IC50 in µM where a hit was titrated; in the data active means inhibition above about 50%;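 further: plate controls were vehicle with enzyme for no effect and no enzyme for full effect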
Myeloid diff MLP = induction of myeloid progenitor differentiation, primary screen, cell-based, flow cytometry, MLPCN library | ER-HoxA9 myeloid progenitors, lysozyme-GFP differentiation | calls only at 10 µM | 360,000 compounds, 1% hits | AID 624256, 2012;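 active means normalized GFP-positive differentiation at or above the plate's own cutoff, the solvent-only control mean plus 3 SD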;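 further: cells exposed to compound for four days before flow analysis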
PhoP inhibition = inhibitors of PhoP regulon expression, primary screen, Salmonella Typhimurium, GFP reporter (AID 1863). S. Typhimurium PhoP-regulated promoter GFP reporter, 4 h; higher % means a stronger effect. one-dose inhibition, % at 50 µM; IC50 in µM for titrated hits. 300,000 compounds, 0.16% hits;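 active means inhibition over 29.93%, a cutoff 3 SD above the screen mean, later confirmed by dose response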;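 further: 0% = low Mg2+ inducing control and 100% = high Mg2+ repressing control; strong numbers were not always called active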
GPR35 arrestin U2OS = GPR35 antagonists blocking zaprinast-driven arrestin recruitment, primary screen, imaging, U2OS, beta-arrestin-GFP, zaprinast agonist (AID 2058). G-protein coupled receptor 35 (Homo sapiens). U2OS GPR35 beta-arrestin-GFP translocation imaging, zaprinast antagonism; higher % means a stronger effect. inhibition, % at 10 µM; hits with a dose series show IC50 in µM. 290,000 compounds, 0.052% hits;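 active means inhibition of at least 50% with at least 30 cells and total cytoplasm GFP at most 10,000,000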
NTR1 agonist cell count 20 µM = also measured in NTR1 agonist; calls as there; cell count; measured here: cell count, cytotoxicity flag
Myeloid diff MLP GFP+ MAC1+ % = second read-out of Myeloid diff MLP, no call of its own (marks repeat the call); GFP+ MAC1+ double positive, %; measured here: differentiation confirmed by MAC1 staining
Numbers without * were called inactive; i = inactive; / = not tested or not shown; + = active, no number.

SMILES	Siah-1 displacement	NTR1 agonist	NTR1 agonist cell count 20 µM	Rac1 GTP hydrolysis	HIV peptide binding	GPR55 LPI antagonism	LYP phosphatase	Myeloid diff MLP	Myeloid diff MLP GFP+ MAC1+ %	PhoP inhibition	GPR35 arrestin U2OS
NC(=O)c1ccc(N2CCCCCC2)c([N+](=O)[O-])c1	-5%	1.4	90	7%	-1.5%	6%	-3%	i	0.2	3%	-11%
COc1ccc(NC(=O)C2CCCN2C(=O)NCc2ccccc2)cc1 (configuration not stated)	-1%	0.2	83	6%	0.4%	6%	2%	i	0.9	-4%	-15%
CC(C)(C)c1ccc(C(=O)C2CCCN(C(=O)CCn3cncn3)C2)cc1 (configuration not stated)	4%	0.9	55	4%	1.7%	5%	-4%	i	1.8	-4%	-11%
CCCOc1ccccc1/C=N/NC(=O)C1CC1	0%	-0.6	50	4%	-1.7%	3%	-7%	i	3.6	3%	12%
Cc1cc(C)c(S(=O)(=O)N2CCOC2CNC(=O)C(=O)NCc2ccccn2)c(C)c1 (configuration not stated)	0%	-0.1	45	5%	1.6%	2%	-1%	/	/	-7%	5%
CC(C)C(c1nnnn1Cc1ccco1)N1CCN(c2nc3ccccc3s2)CC1 (configuration not stated)	-1%	2.9	58	9%	1.0%	10%	-5%	i	0.7	-5%	-2%
Cc1ccc(NC(=O)CSc2nc(=O)n(CCCN3CCOCC3)c3c2CCCC3)c(C)c1	/	0.6	61	3%	/	/	/	i	1.5	-5%	/
Cc1ccc(C(=O)NCCc2nnc3c(C(F)(F)F)cc(Cl)cn23)o1	4%	-0.8	67	4%	2.9%	1%	-1%	i	0.9	-1%	4%
O=C(NC1CCCCC1)N1CCCCCCC1	1%	1.9	42	6%	-1.3%	5%	-2%	i	1.4	-17%	22%
Nc1nc(CSc2nc3ccccc3s2)nc(N2CCOCC2)n1	-3%	0.1	23	6%	0.8%	2%	-11%	i	0.0	-2%	-7%
CS(=O)(=O)Cc1ccc(C(=O)NC2CCSc3ccccc32)cc1 (configuration not stated)	11%	0.7	49	10%	1.9%	-6%	-13%	i	0.9	5%	-1%
Cc1ccc(N(Cc2ccccc2)C(=O)c2cc(S(=O)(=O)N3CCOCC3)ccc2N2CCCC2)cc1	/	4.0	55	-3%	/	/	/	i	0.7	6%	/
Clc1ccc(C(c2nnnn2C2CCCC2)N2CCSCC2)cc1 (configuration not stated)	1%	-0.3	53	7%	4.2%	2%	-6%	i	5.7	-4%	7%
O=C1N/C(=C/c2ccco2)C(=O)N1Cc1ccccc1F	28%	-1.1	78	8%	27%	1%	4%	i	0.7	0%	-3%
COc1ccc(CNC(=O)[C@H](C)NC(=O)C2CC(=O)N(c3ccc(OC)cc3)C2)cc1 (some centres not stated)	2%	0.2	72	14%	-0.1%	3%	-6%	i	4.0	0%	-13%
Cc1cc(=O)n(Cc2ccc(OC(C)C)cc2)c(=S)[nH]1	-3%	-0.9	49	8%	-0.4%	-23%	-12%	i	0.2	2%	-6%
N#Cc1c(-c2ccccc2)nc(SCc2ccc([N+](=O)[O-])cc2)[nH]c1=O	0%	-0.6	71	-10%	39%	3%	-3%	i	1.7	1%	8%
O=C(NCc1ccc2c(c1)OCO2)C(=O)NCC1CCCO1 (configuration not stated)	6%	-1.1	29	10%	0.3%	-3%	-9%	i	0.4	-3%	-7%
CCOC(=O)c1ccc(OS(=O)(=O)c2ccccc2)c(OC)c1	6%	3.2	40	7%	1.6%	1%	-2%	i	0.4	-4%	-3%
O=C(O)C1CCC(CN(Cc2cccc(Br)c2)C(=S)Nc2ccccc2F)CC1 (configuration not stated)	4%	3.6	34	4%	3.8%	2%	-2%	i	0.4	-10%	-3%

Some of the entries so far, comma-delimited.
SMILES,Siah-1 displacement,NTR1 agonist,NTR1 agonist cell count 20 µM,Rac1 GTP hydrolysis,HIV peptide binding,GPR55 LPI antagonism,LYP phosphatase,Myeloid diff MLP,Myeloid diff MLP GFP+ MAC1+ %,PhoP inhibition,GPR35 arrestin U2OS
CCCOc1ccccc1/C=N/NC(=O)C1CC1,0%,-0.6,50,4%,-1.7%,3%,-7%,i,3.6,3%,12%
Cc1cc(=O)n(Cc2ccc(OC(C)C)cc2)c(=S)[nH]1,-3%,-0.9,49,8%,-0.4%,-23%,-12%,i,0.2,2%,-6%
Cc1ccc(N(Cc2ccccc2)C(=O)c2cc(S(=O)(=O)N3CCOCC3)ccc2N2CCCC2)cc1,/,4.0,55,-3%,/,/,/,i,0.7,6%,/
Cc1ccc(C(=O)NCCc2nnc3c(C(F)(F)F)cc(Cl)cn23)o1,4%,-0.8,67,4%,2.9%,1%,-1%,i,0.9,-1%,4%
Nc1nc(CSc2nc3ccccc3s2)nc(N2CCOCC2)n1,-3%,0.1,23,6%,0.8%,2%,-11%,i,0.0,-2%,-7%
Cc1ccc(NC(=O)CSc2nc(=O)n(CCCN3CCOCC3)c3c2CCCC3)c(C)c1,/,0.6,61,3%,/,/,/,i,1.5,-5%,/

Next part.
SMILES	Siah-1 displacement	NTR1 agonist	NTR1 agonist cell count 20 µM	Rac1 GTP hydrolysis	HIV peptide binding	GPR55 LPI antagonism	LYP phosphatase	Myeloid diff MLP	Myeloid diff MLP GFP+ MAC1+ %	PhoP inhibition	GPR35 arrestin U2OS
CC1CCCCC1NC(=O)CCN1C(=O)C2C3C=CC(C3)C2C1=O (configuration not stated)	1%	1.0	56	8%	0.5%	2%	-5%	i	4.0	-5%	3%
COc1c(F)c(F)c(C(=O)O)c(Nc2ccc(C)cc2C)c1F	-4%	2.0	19	10%	3.3%	2%	-1%	i	0.5	1%	2%
CCOC(=O)c1c(-c2ccc(C)cc2)csc1NC(=O)c1cccc(N2C(=O)CCC2=O)c1	5%	6.7	93	4%	-1.1%	11%	1%	i	1.1	1%	-4%
O=C(CCSc1ccccc1)N1CCOCC1	6%	-0.7	70	4%	3.5%	5%	-6%	i	2.0	-3%	-3%
Cc1cccc(Nc2ncnc(N)c2[N+](=O)[O-])n1	8%	1.7	43	4%	-1.3%	13%	-8%	i	0.3	-1%	-19%
CN(C(=O)COC(=O)c1ccccc1C(=O)N(C)c1ccccc1)c1ccccc1	6%	-1.1	73	-4%	0.0%	0%	-15%	i	0.7	3%	6%
CC(C)OCCCNC(=O)CNC(=O)c1cccs1	6%	1.5	46	0%	2.6%	15%	-4%	i	7.0	4%	8%
CCC(=O)Nc1cc(-c2nnc(OC)c3ccccc23)ccc1N1CCOCC1	0%	-2.1	76	10%	-1.8%	-2%	-6%	i	0.5	0%	-7%
COc1ccccc1-n1c([S-])c(C(=O)Nc2ccccc2C(F)(F)F)[n+]2ccc(C(=O)NCCO)cc12	-5%	2.2	38	11%	-0.5%	-25%	-5%	i	0.1	1%	6%
CCOC(=O)C1CCCN(CCC(=O)Nc2ccccc2C)C1 (configuration not stated)	-1%	2.7	36	4%	-0.5%	0%	-5%	i	0.2	-9%	-2%
Fc1ccc(-n2nnc(-c3cnc4ccccc4c3)n2)cc1	6%	-4.2	95	7%	-0.3%	-3%	-5%	i	1.6	1%	1%
CCCc1ncc(C(O)(c2ccccc2)c2ccc(C)cc2)n1C (configuration not stated)	-4%	-0.1	58	10%	-1.5%	9%	-6%	i	0.8	-3%	7%
CC12CS(=O)(=O)CC1SC(=S)N2c1ccccn1 (configuration not stated)	2%	-1.0	54	5%	2.6%	-2%	-6%	+	3.7*	17%	22%
Cc1cccc(C(=O)Nc2sc(C(=O)N3CCCC3)c(C)c2C#N)c1	0%	-2.0	93	9%	4.9%	1%	3%	i	0.7	-7%	0%
O=C(Nc1ccc2nn(-c3ccccc3)nc2c1)c1cccnc1	6%	1.7	58	0%	-1.0%	6%	-2%	i	0.9	-3%	24%
Cc1ccc(OCC(=O)N2CCN(c3nnc(-c4ccc(C)cc4)c4ccccc34)CC2)cc1	2%	38	102	9%	16%	-12%	6%	i	0.5	4%	4%
CCCCCCCCC(=O)NCCOc1ccc(OC)cc1	2%	0.1	79	3%	-0.7%	-13%	-9%	i	0.4	-3%	0%
CCOc1ccc(C(=O)Nc2nc3ccccc3[nH]2)cc1OCC	-1%	3.1	51	1%	-0.6%	-2%	2%	i	0.9	2%	7%
CCOc1ccc(NC(=O)CN(C)C(=O)CC2CC3CCC2C3)cc1OCC (configuration not stated)	3%	0.5	55	5%	-1.5%	10%	-12%	i	2.1	10%	6%
Cc1cc(C)cc(N(C(=O)CNC(=O)c2ccco2)C(C(=O)NC2CCCC2)c2ccncc2)c1 (configuration not stated)	0%	0.4	59	4%	0.8%	-16%	-10%	i	5.2	4%	8%
COC(=O)CCN(C)CCC(=O)OC	-2%	0.5	45	-1%	-0.1%	13%	-2%	i	0.8	14%	-11%
O=C1CCCC(O)=C1N=Nc1ccc(Cl)c(Cl)c1	-5%	1.3	83	11%	-0.8%	4%	-1%	i	0.8	6%	-5%
COc1ccc(CC(=O)NC(C)c2ccc(S(N)(=O)=O)cc2)cc1S(=O)(=O)N1CCOCC1 (configuration not stated)	8%	0.2	47	8%	-0.6%	3%	-6%	i	2.7	-5%	-5%
Brc1ccc(CSc2nnc(Cc3c[nH]c4ccccc34)o2)cc1	1%	12	62	9%	-1.3%	16%	-3%	i	4.1	2%	-6%
Fc1ccc(CSc2ncnc3scc(-c4ccccc4)c23)cc1	2%	2.1	71	8%	1.8%	2.2µM*	11%	i	1.0	-4%	-3%
Cn1c(NCc2cccnc2)nc2c1c(=O)n(Cc1ccccc1F)c(=O)n2C	1%	1.4	85	11%	1.0%	3%	3%	i	0.8	0%	3%
O=C(CCCn1cnc([N+](=O)[O-])n1)Nc1cccc2ccccc12	0%	0.2	71	7%	-1.3%	-8%	1%	i	0.1	0%	-15%

An excerpt from above in order of molar mass, ascending.
SMILES	Siah-1 displacement	NTR1 agonist	NTR1 agonist cell count 20 µM	Rac1 GTP hydrolysis	HIV peptide binding	GPR55 LPI antagonism	LYP phosphatase	Myeloid diff MLP	Myeloid diff MLP GFP+ MAC1+ %	PhoP inhibition	GPR35 arrestin U2OS
COC(=O)CCN(C)CCC(=O)OC	-2%	0.5	45	-1%	-0.1%	13%	-2%	i	0.8	14%	-11%
Brc1ccc(CSc2nnc(Cc3c[nH]c4ccccc34)o2)cc1	1%	12	62	9%	-1.3%	16%	-3%	i	4.1	2%	-6%
COc1ccc(CC(=O)NC(C)c2ccc(S(N)(=O)=O)cc2)cc1S(=O)(=O)N1CCOCC1 (configuration not stated)	8%	0.2	47	8%	-0.6%	3%	-6%	i	2.7	-5%	-5%
